Bioassay records from PubChem BioAssay.
Giardia kill: kills Giardia lamblia | Giardia lamblia trophozoite viability | AID 540267 | 0.15% of 340,000 active | activity change, % at 7.66 µM, hits read low; in the data active = activity change below about -80%; inconclusive = between about -30% and that limit;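 note: parasites exposed to compound for two days anaerobically before the ATP read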
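ATP-content bioluminescence gauges trophozoite survival. Cells (100/well) receive compound and incubate anaerobically for 48 hrs at 37 deg C; detection reagent follows for 15-30 min at room temperature.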
KCNH2 WT inh: blocks the wildtype human KCNH2 potassium channel. U2OS, BacMam KCNH2, thallium flux FluxOr; active compounds read low. activity change, % at 1.84 µM. 0.37% of 340,000 active;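 active = maximum activity change below -70%; inconclusive = maximum activity change between -70% and -50%; inactive = maximum activity change above -50%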
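U2OS cells were transduced with wild-type KCNH2 virus (2.03 x 10^8 / mL) for 4 h at room temperature, then cultured overnight at 37 C. Thallium flux was read with FluxOr dye. Rate constants were normalized to DMSO controls.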
USP2a block: inhibitors of human ubiquitin-specific protease USP2a; O75604; Potency, µM (doses to about 38.3 µM), for inactives: at the highest dose activity change, negative = inhibition, actives largely listed as inhibitors; AID 463254; 0.01% of 330,000 active; USP2 core, Ub-CHOP2 coupled fluorogenic reporter, 485/531;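 note: potency is the fitted concentration of half-maximal effect; plate controls were DMSO wells for no effect and full inhibition by NEM control for full effect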
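Deubiquitinase activity read as fluorescence (485/531 nm) after Ub-CHOP2 cleavage activates the enterokinase reporter on its substrate; USP2 core 10nM, Ub-CHOP2 and substrate 25nM each, 30min compound preincubation then 60min RT; data normalized to NEM, curves fitted.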
KCNH2 3.1 block: inhibitors of human KCNH2 3.1 potassium channel isoform. U2OS KCNH2 3.1, thallium flux FluxOr; active compounds read low. activity change, % (tested at about 1.8 µM). 0.95% of 340,000 active. AID 720553;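 active = maximum activity change below -70%; inconclusive = maximum activity change from -70% to -50%; inactive = maximum activity change above -50%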;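 note: thallium influx rate constant from kinetic fluorescence after stimulation buffer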
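Kinetic fluorescence (2 min after stimulation buffer) measures Tl+ influx through KCNH2 3.1 expressed by viral transduction in U2OS cells; the rate constant is normalized against DMSO controls serving as positive and negative references.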
uPA generation: blocks generation of uPA at the cell surface; cell surface uPA generation assay, qHTS; Potency, µM (doses to about 38.3 µM), inactives show at the highest dose activity change, negative = inhibition, usual class: inhibitors; 0.31% of 330,000 active; AID 540303; active = well fitted inhibition curve with a large enough effect; inconclusive = small, poorly fitted or top-dose-only effect; inactive = no such curve, though single readings can be large or run the other way; tested in mouse RAW 264.7 cells; note: potency is the fitted concentration of half-maximal effect; nearly all actives have a fitted effect of over 55% in size
PKM2 activator: activators of human pyruvate kinase M2. P14618. purified PKM2, Kinase-Glo ATP luminescence, activation; response scale: 0% is enzyme alone, no compound. Potency, µM (highest dose often 57.5 µM), without a hit: at the highest dose activation, hits mostly activators. 0.34% of 260,000 active. AID 1631; note: potency is the fitted concentration of half-maximal effect; nearly all actives have a fitted effect of over 55% in size
Target sequence (P14618 whole entry, looked up): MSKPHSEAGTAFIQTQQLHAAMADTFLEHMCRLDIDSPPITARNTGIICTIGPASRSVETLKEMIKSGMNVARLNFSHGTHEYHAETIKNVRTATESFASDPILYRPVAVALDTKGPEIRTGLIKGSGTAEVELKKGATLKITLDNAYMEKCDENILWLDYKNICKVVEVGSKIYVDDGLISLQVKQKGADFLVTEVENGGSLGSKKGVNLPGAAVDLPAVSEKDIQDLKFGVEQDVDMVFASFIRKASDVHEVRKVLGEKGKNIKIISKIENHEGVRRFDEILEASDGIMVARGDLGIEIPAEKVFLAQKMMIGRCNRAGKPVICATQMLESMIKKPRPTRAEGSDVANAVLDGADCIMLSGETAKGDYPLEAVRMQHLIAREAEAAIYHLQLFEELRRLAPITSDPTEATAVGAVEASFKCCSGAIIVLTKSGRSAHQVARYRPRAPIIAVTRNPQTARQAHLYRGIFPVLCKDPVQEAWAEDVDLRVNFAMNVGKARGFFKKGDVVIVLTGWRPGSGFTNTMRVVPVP
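Purified hPK-M2 (>95%) run at intermediate activity with 0.1 mM ADP and 0.5 mM PEP in 50 mM imidazole pH 7.2, KCl, MgCl2; 1 h room temperature. ATP formed read by Kinase-Glo luminescence; normalized to uninhibited and no-enzyme controls.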
GALK inhibitor: inhibitors of human galactokinase; AID 1868; 0.007% of 270,000 active; Potency, µM (highest dose often 57.5 µM), inactives show at the top dose activity change, negative = inhibition, hits mostly inhibitors; P51570; Purified GALK, Kinase-Glo residual ATP luminescence; note: potency is the fitted concentration of half-maximal effect
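Compounds were pin-transferred into ATP buffer (35 uM final), then GALK plus galactose (5 nM, 100 uM final) was added. After 1 h at room temperature, Kinase-Glo Plus was added and luminescence read after 10 min.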
BCR signal inh: chronic active BCR signaling inhibition | ABC-DLBCL IkBa-CBG/CBR reporter, luminescence ratio, 4 h | Potency, µM (titrated, usually from 46.1 µM), inactives show at the highest dose ratio change, negative = lower green/red ratio, most hits filed as inhibitors | 0.05% of 340,000 active | AID 493014; active = well fitted inhibition curve with a large enough effect in the signal ratio, with a control signal flat, not every such curve was filed as active; inconclusive = small, poorly fitted or top-dose-only effect, or effect the other way, or a change in a side signal; the % refers to the signal ratio;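 note: potency is the fitted concentration of half-maximal effect; plate controls were basal doxycycline-induced cells for no effect and cells given 10 µM MG132 for full effect; MG132 reads +100%, hits lower the ratio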
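Doxycycline induced both beetle luciferases in TMD8 lymphoma cells; IKK-driven degradation limits the IkappaBalpha-fused green signal, while red luminescence normalises for cell number and nonspecific effects. Compounds tested up to 46 uM, 4 hrs.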
B2AR arrestin: recruits beta-arrestin to the human beta2-adrenergic receptor | AID 492947 | P07550 | 0.02% of 330,000 active | Potency, µM (doses to about 46.1 µM), without a hit: at the highest dose activation, usual class: activators | beta-arrestin recruitment to beta2AR, cell-based reporter;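 note: potency is the fitted concentration of half-maximal effect; 0% = DMSO controls and full agonism = EC100 isoproterenol or metaproterenol; nearly all actives have a fitted effect of over 65% in size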
Eya2 inh: inhibitors of human Eya2 phosphatase activity; Potency, µM (highest dose often 76.9 µM), for inactives: at the top dose activity, negative = inhibition, actives largely listed as inhibitors; 0.006% of 330,000 active; recombinant Eya2, OMFP fluorescence dephosphorylation (OMFP is methylfluorescein phosphate); note: potency is the fitted concentration of half-maximal effect
Target sequence (O00167 whole entry, looked up): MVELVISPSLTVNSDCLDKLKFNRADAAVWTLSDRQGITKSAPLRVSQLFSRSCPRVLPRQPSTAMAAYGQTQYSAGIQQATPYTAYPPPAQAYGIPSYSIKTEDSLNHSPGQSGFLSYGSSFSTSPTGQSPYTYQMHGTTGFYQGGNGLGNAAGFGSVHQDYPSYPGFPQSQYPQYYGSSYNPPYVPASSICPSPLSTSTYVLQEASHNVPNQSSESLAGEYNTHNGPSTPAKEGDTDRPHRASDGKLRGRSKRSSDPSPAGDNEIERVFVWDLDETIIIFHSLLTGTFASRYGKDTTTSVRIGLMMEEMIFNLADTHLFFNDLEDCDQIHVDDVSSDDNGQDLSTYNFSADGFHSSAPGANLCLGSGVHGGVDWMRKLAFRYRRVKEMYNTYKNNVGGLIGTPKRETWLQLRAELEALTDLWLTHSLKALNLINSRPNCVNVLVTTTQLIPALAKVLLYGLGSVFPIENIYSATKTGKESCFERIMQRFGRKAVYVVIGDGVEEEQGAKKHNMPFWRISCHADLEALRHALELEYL
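Eya2 (0.2 uM) preincubated 10 min at ambient with compound, then OMFP substrate added at 50 uM; 10 min reaction in 50 mM HEPES pH 7.5, 50 mM NaCl, 5 uM MgCl2, 0.05% BSA, 1 mM DTT. Fluorescence read at Ex 485/Em 525 nm.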
Coupling enz: coupling enzyme interference in Giardia aldolase counter-screen. activity change, negative = inhibition, % at 58.2 µM, hits read low. coupling enzyme system counterscreen, AmpLite Red fluorescence. AID 2472. 0.67% of 290,000 active; in the data active = activity change below about -30%
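First, compound is pin-transferred into glyceraldehyde-3-phosphate coupling-enzyme reagent at 57.5 uM final and held 10 min at RT. Next, substrate, coupling system and AmpLite Red are added. After 20 min RT, fluorescence (525/598 nm) is read.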
* marks the source's active call; other numbers are inactive results; i = inactive; u = inconclusive; x = no result given. Unless noted, calls come from the whole dose curve; as a rule, active = well fitted curve in the direction sought with a large enough effect; inconclusive = small, poorly fitted or top-dose-only effect, or another doubt; inactive = no such curve, though single readings can be large; an effect the other way counts as inactive or inconclusive. Unless noted, % is set by controls: 0 for no effect and ±100 for the full control effect.

No.	SMILES	Giardia kill	KCNH2 WT inh	USP2a block	KCNH2 3.1 block	uPA generation	PKM2 activator	GALK inhibitor	BCR signal inh	B2AR arrestin	Eya2 inh	Coupling enz
1	O=C1CC(N2CCC(c3nc4ccccc4[nH]3)CC2)C(=O)N1c1cccc(F)c1 (stereo unspecified)	6.8	5.4	3.9%	-6.7	-1.5%	-9.8%	-0.2%	-2.2%	-0.1%	5.2%	1.6
2	O=C(CSc1nnc(COc2ccc(Cl)cc2)o1)N1CCCC1	-26.6	1.2	1.2%	-4.1	x	0.3%	-1.3%	13.5%	-0.3%	1.3%	0.0
3	CCOc1ccc(C(=O)N2CCN(c3ccccc3)CC2)cc1	2.1	-4.3	2.4%	-22.4	5.5%	-1.7%	9.5%	-8.6%	4.5%	1.7%	0.9
4	O=C(CC1C(=O)NCCN1Cc1ccc(F)c(F)c1)NCCCn1ccnc1 (stereo unspecified)	-1.9	-5.8	1.9%	13.3	2.0%	8.1%	1.5%	1.0%	-0.4%	4.8%	-8.6
5	CCOC(=O)c1cccc(NC(=O)CCc2nnc3ccc(N4CCCCC4)nn23)c1	5.6	29.8	1.1%	-0.9	-6.5%	x	0.3%	-1.6%	-0.3%	12.5%	-1.6
6	COc1ccc(C2c3[nH]c4ccccc4c3CCN2C(=O)Cc2nonc2C)c(F)c1 (stereo unspecified)	26.0	8.9	3.6%	14.8	-12.4%	-6.3%	0.3%	-2.0%	1.0%	-23.6%	-2.3
7	CCOC(=O)CSc1nnc(CNC(=O)c2cccs2)n1-c1cccc(C)c1	10.9	0.9	0.5%	16.7	x	-1.3%	-0.6%	-2.8%	6.3%	16.1%	3.4
8	O=C(NCCNS(=O)(=O)c1ccc(Cl)cc1)c1cc(OCC(F)(F)F)ccc1OCC(F)(F)F	25.6	-3.5	0.4%	-33.0	-0.4%	-3.3%	-1.2%	u	0.4%	-10.7%	1.5
9	COC(=O)Cn1c(CN2CCC(Cc3ccccc3)CC2)nc2c1c(=O)n(C)c(=O)n2C	-26.5	18.1	-1.5%	7.5	4.7%	27.6%	0.8%	2.0%	-0.9%	-12.0%	3.9
10	CCN(CC(=O)NC(=O)Nc1ccccc1F)Cc1ccccc1	-2.5	-2.4	0.4%	1.8	2.8%	x	x	7.5%	0.0%	-16.0%	x
11	CC(C)Sc1nc(N)nc(-c2cccs2)c1C#N	-6.0	0.2	2.4%	2.2	-8.7%	0.8%	-3.2%	20.6%	0.1%	11.2%	3.2
12	CCNC(=O)NC(=O)COC(=O)CCCc1nc2ccccc2s1	-2.6	-4.3	1.7%	-14.5	-0.2%	6.2%	10.5%	u	0.0%	-10.3%	-6.4

(cont.)
No.	SMILES	Giardia kill	KCNH2 WT inh	USP2a block	KCNH2 3.1 block	uPA generation	PKM2 activator	GALK inhibitor	BCR signal inh	B2AR arrestin	Eya2 inh	Coupling enz
13	Brc1cccc(OCCCN2CCCCCC2)c1	-0.4	i	2.2%	-12.9	-3.5%	-4.8%	-0.1%	4.3%	0.4%	0.9%	5.0
14	CC1(C)CC(CCNC(=O)c2ccc(-n3cnnn3)cc2)CC(C)(C)N1	4.1	1.0	0.3%	x	1.8%	2.0%	-0.1%	0.3%	-2.8%	-5.8%	3.0
15	CS(=O)(=O)c1ccc(C(=O)N(Cc2ccccc2)c2ccccc2)cc1	24.7	0.2	0.4%	5.1	2.5%	3.3%	15.0%	4.3%	-0.4%	3.2%	0.2
16	Nc1cc(=O)[nH]c(SCC(=O)Nc2nc3ccc([N+](=O)[O-])cc3s2)n1	x	x	3.0%	x	x	-15.1%	4.0%	-1.0%	0.1%	3.5%	8.0
17	Cc1ccc(NC(=O)CN2C(=O)S/C(=C\c3cc(C)n(-c4ccc(C(=O)O)cc4)c3C)C2=O)cc1	-15.9	0.8	0.5%	7.2	6.1%	-2.0%	0.3%	-1.7%	-0.1%	7.2%	14.8
18	Cc1nc2ccc(NC(=O)c3cnc(Cl)c(Cl)c3)cc2s1	-11.5	0.6	0.2%	-7.5	0.3%	1.0%	0.6%	u	-0.3%	5.7%	-0.4
19	Cc1ccc(NC(=O)COc2ccc(N(C)S(=O)(=O)c3ccc(F)cc3)cc2)cc1	-22.9	6.3	-3.8%	0.9	u	x	x	9.0%	0.2%	-23.7%	x
20	CC1Cc2cc(S(=O)(=O)CCC(=O)NC3CCCCC3)ccc2N1C(=O)C1CC1 (stereo unspecified)	-5.0	-19.2	1.1%	4.3	1.5%	x	-4.6%	-6.5%	-0.1%	-0.8%	x
21	CN(C)S(=O)(=O)c1ccc(C(=O)OCCN=C2NS(=O)(=O)c3ccccc32)cc1	1.6	2.4	1.8%	-8.1	6.6%	0.2%	x	-5.2%	0.1%	14.1%	1.5
22	CC(=O)Nc1ccc(OCC(O)Cn2c(C(C)C)nc3ccccc32)cc1 (stereo unspecified)	-3.4	4.5	0.8%	-9.2	5.2%	0.7%	-2.3%	u	-0.8%	-0.4%	0.7
23	Cc1[nH]c(=O)[nH]c(=O)c1NC(=O)c1sc2nc3c(C)cccc3cc2c1N	-3.0	0.8	1.5%	8.1	0.7%	-2.1%	1.1%	u	-1.3%	-2.7%	-2.2
24	NC(=O)CCCCC(=O)OCCCc1cccs1	20.3	0.9	-1.7%	-17.1	-2.2%	13.9%	0.4%	0.3%	-0.4%	-18.4%	-0.8

Additional records.
No.	SMILES	Giardia kill	KCNH2 WT inh	USP2a block	KCNH2 3.1 block	uPA generation	PKM2 activator	GALK inhibitor	BCR signal inh	B2AR arrestin	Eya2 inh	Coupling enz
25	Cc1nc2ccc(NC(=O)COc3ccccc3[N+](=O)[O-])cc2s1	-3.8	-0.5	-0.5%	24.0	1.5%	x	-6.2%	u	0.1%	16.5%	1.6
26	CC12CCCCC1c1ccccc1C(=NCC(=O)O)N2 (stereo unspecified)	8.0	-16.4	3.6%	-10.5	1.3%	0.2%	-0.4%	-2.6%	0.0%	7.7%	0.6
27	Cc1ccc(C(=O)OCn2nnc3ccccc3c2=O)cc1[N+](=O)[O-]	10.5	-0.8	-0.5%	-4.7	1.6%	1.0%	-0.4%	1.3%	0.1%	1.5%	0.6
28	CCOc1cc(CNCc2ccncc2)cc(Cl)c1OC	-1.8	22.8	-3.8%	-2.9	-0.8%	-2.9%	1.9%	-6.1%	-0.7%	-0.5%	3.3
29	CC(C)CN(C(=O)CSc1ccc2c(c1)OCCO2)c1c(N)n(CC(C)C)c(=O)[nH]c1=O	-6.2	-3.2	1.4%	1.7	3.1%	x	x	2.1%	0.1%	18.6%	x
30	O=C1c2ccccc2C(=O)N1CSc1nnnn1-c1ccccc1	-11.9	-6.5	-1.2%	8.5	-2.2%	u	0.0%	u	-0.3%	-30.9%	-0.7
31	Cn1cccc1Cc1nnc(SCC(=O)Nc2ccc3c(c2)OCCO3)n1CCc1ccccc1	2.8	2.5	-10.5%	-11.7	18.5%	-3.9%	2.8%	0.0%	0.0%	-5.0%	1.6
32	COC(=O)CCC(=O)N(CCN(C(=O)CCC(=O)OC)c1ccccc1)c1ccccc1	6.9	9.1	-1.3%	10.2	2.8%	-0.2%	-0.1%	u	0.0%	6.5%	1.2
33	N#CCSc1ncccc1-c1nc2ccccc2[nH]1	3.2	-10.0	3.0%	-7.6	13.4%	2.8%	-0.2%	u	0.5%	-8.2%	-1.3
34	COc1ccc(C(=O)N(CC(=O)Nc2sc(C)c(C)c2C(N)=O)C2CCCC2)cc1	6.7	-5.5	0.9%	5.2	4.5%	1.1%	6.7%	19.7%	-0.1%	1.5%	-0.6
35	O=C(c1ccc(Cl)c(S(=O)(=O)N2CCCCCC2)c1)N1CCCCC1	16.1	0.9	3.0%	-1.0	2.3%	1.4%	-6.1%	-0.8%	-0.3%	4.2%	x
36	COc1ccccc1NS(=O)(=O)c1cccc(C(=O)NCC2(N(C)C)CCCCC2)c1	-11.2	-18.7	-1.2%	-33.6	-1.2%	x	x	-11.9%	0.0%	0.6%	x
37	CC(C)c1ccccc1NC(=O)COC(=O)c1cc(=O)[nH]c(=O)[nH]1	-8.0	-8.6	1.6%	15.7	3.7%	-0.1%	11.1%	1.1%	-0.1%	-3.1%	0.6
38	Cc1ccc(-n2nnnc2-c2cnn(-c3ccc(F)cc3)c2C(F)(F)F)cc1	-6.9	-3.4	1.4%	-3.3	2.6%	11.1%	-1.1%	0.6%	-0.2%	-5.6%	0.7

Hits appear at their usual frequency; any-hit rate near 2.4%.
